ALOX15B inhib: qHTS Assay for Inhibitors of 15-hLO-2 (15-human lipoxygenase 2). Potency, µM (titrated, usually from 57.1 µM), for inactives: top-dose activity change, negative = inhibition, hits mostly inhibitors. AID 881, 2007. purified 15hLO-2, xylenol orange hydroperoxide absorbance. 110,000 compounds, 0.56% hits. Polyunsaturated fatty acid lipoxygenase ALOX15B (Homo sapiens), O15296; also: potency is read from the fitted curve at half-maximal effect; nearly all actives have a fitted effect of over 60% in size; many of its hits are not listed in these tables
Target sequence (O15296 whole entry, looked up): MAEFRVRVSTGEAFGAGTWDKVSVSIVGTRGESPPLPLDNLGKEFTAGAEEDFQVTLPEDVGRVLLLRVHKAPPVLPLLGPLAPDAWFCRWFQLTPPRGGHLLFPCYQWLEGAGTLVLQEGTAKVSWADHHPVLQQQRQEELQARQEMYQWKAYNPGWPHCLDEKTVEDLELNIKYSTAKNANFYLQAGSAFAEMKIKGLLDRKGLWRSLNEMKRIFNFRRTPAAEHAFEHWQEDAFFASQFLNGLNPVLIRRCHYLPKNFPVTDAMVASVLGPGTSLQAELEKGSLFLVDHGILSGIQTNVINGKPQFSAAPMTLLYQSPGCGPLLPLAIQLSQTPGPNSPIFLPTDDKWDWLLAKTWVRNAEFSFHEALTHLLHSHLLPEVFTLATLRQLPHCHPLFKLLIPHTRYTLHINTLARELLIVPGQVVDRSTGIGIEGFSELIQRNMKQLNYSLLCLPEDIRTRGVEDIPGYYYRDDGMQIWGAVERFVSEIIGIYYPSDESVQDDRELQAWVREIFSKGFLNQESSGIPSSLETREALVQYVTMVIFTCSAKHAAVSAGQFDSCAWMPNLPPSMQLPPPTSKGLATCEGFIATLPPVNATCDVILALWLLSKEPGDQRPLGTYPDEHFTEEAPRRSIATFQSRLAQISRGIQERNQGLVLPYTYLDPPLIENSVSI
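Purified human 15hLO-2 (50 nM) preincubated 15 min with compound, then 45 uM arachidonic acid for 90 min at RT in 25 mM Hepes pH 7.5, 0.01% Triton X-100. Hydroperoxide detected by Fe-xylenol orange; 573/405 nm absorbance ratio.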
12-hLO inh: qHTS Assay for Inhibitors of 12-hLO (12-human lipoxygenase). Polyunsaturated fatty acid lipoxygenase ALOX12 (Homo sapiens), P18054. purified 12-hLO, xylenol orange hydroperoxide absorbance. Potency, µM (titrated, usually from 57.1 µM), without a hit: at the top dose activity change, negative = inhibition, usual class: inhibitors. 150,000 compounds, 0.12% hits; also: potency is read from the fitted curve at half-maximal effect; nearly all actives have a fitted effect of over 55% in size; many of its hits are not listed in these tables
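Hydroperoxide output read as Fe(III)-xylenol orange absorbance, 573-to-405 nm ratio, after 30 min reaction with 40 uM arachidonic acid. Enzyme: 150 nM purified human 12hLO, 15 min compound preincubation; 25 mM Hepes pH 7.0, room temperature.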
PNC inhibitor: High Content Assay for Compounds that inhibit the Assembly of the Perinucleolar Compartment; PC3M PTB-GFP, PNC prevalence imaging, 16 h; stronger effect = lower value; activity change (PNC), negative = inhibition, % at 10 µM; 140,000 compounds, 3.1% hits; AID 2417, 2010;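 active = readout at or below -70, meaning at least 70% loss of cells showing the perinucleolar compartment, a nuclear body marking cancer cells; inconclusive = readout between -30 and a set limit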;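 also: plate controls were DMSO wells for no effect and camptothecin positive control wells for full effect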
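Compounds are pinned in duplicate onto adhered PC3M cells stably expressing GFP-tagged PTB and incubated 16 h at 37 C. Cells are then fixed, nuclei stained with Hoechst, and PNC-positive cells counted.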
IMPase cell inh: qHTS Assay for Identifying the Cell-Membrane Permeable IMPase Inhibitors | Inositol monophosphatase 1 (Rattus norvegicus), P97697 | CHO-M1 cells, IP1 accumulation, HTRF TR-FRET ratio | inhibition (IP1 accumulation), % at 46.1 µM | 120,000 tested, under 10 active | AID 901, 2007; active = well fitted curve in the direction sought with a large enough effect in the signal ratio, not every such curve was filed as active; inconclusive = small, poorly fitted or top-dose-only effect, or a change in a side signal; inactive = no such curve, though single readings can be large or run the other way; the % refers to the signal ratio;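 also: cells stimulated with carbachol in lithium chloride buffer; plate controls were DMSO basal wells for no effect and reference inhibitor wells for full effect; higher means more IMPase inhibition seen as more IP1 and lower FRET ratio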
Target sequence (P97697 whole entry, looked up): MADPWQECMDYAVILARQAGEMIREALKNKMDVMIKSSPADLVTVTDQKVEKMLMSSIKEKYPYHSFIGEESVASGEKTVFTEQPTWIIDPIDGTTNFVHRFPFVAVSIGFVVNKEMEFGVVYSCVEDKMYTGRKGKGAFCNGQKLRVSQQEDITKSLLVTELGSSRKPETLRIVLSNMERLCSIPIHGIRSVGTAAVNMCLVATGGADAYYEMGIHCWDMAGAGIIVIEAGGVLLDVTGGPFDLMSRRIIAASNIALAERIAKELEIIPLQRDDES
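In this qHTS, compounds (final up to 46 uM) act on CHO-M1 cells that are then activated through the M1 receptor with carbachol, in pH 7.4 buffer containing 50 mM LiCl, for 30 min. IP1 accumulation is quantified by the IP-One immunoassay.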
Active calls of the source: *; [ ] = another dose, or the depositor's remark. Unless noted, calls follow the shape of the dose curve; as a rule, active = well fitted curve in the direction sought with a large enough effect; inconclusive = small, poorly fitted or top-dose-only effect, or another doubt; inactive = no such curve, though single readings can be large; an effect the other way counts as inactive or inconclusive. Unless noted, % is scaled to controls: 0 for no effect and ±100 for the full control effect. A portion of the library (hit frequency here may not be typical).

`CCCCOc1ccc(C(CC(=O)NC)C(=O)O)cc1` (stereo not drawn) gave ALOX15B inhib 1%, 12-hLO inh 1%, PNC inhibitor 12 and IMPase cell inh -4.
For CN(C)c1ccc(/C=[N+](\[O-])C2SC(=S)N(C)C2(C)C)cc1 (stereo not drawn) the results were ALOX15B inhib -2%, 12-hLO inh -1%, PNC inhibitor 18 and IMPase cell inh 6.
`Clc1ccc(-n2ncc3c(NCc4ccccn4)ncnc32)cc1` gave ALOX15B inhib -24%, 12-hLO inh -4%, PNC inhibitor -5 and IMPase cell inh -9.
For Cc1[nH]c(C)c(Cl)c(=O)c1Cl the results were ALOX15B inhib 8% and 12-hLO inh -2%.
Cc1cccc(Nc2ccc([N+](=O)[O-])cc2C(=O)O)c1 was read as 12-hLO inh -6% and PNC inhibitor -22.
CCOC(=O)C(C)(C)C(=O)C(C)(C)C(O)c1ccccn1 (stereo not drawn) was read as ALOX15B inhib -1%, 12-hLO inh 0%, PNC inhibitor inconclusive and IMPase cell inh 12.
Screening CC1=C(C(=O)Nc2ccccc2)C(c2ccc(N(C)C)cc2)NC(=O)N1 (stereo not drawn) returned ALOX15B inhib 6%, 12-hLO inh -2%, PNC inhibitor 13 and IMPase cell inh 0.
`Cc1ccc(OCc2nnc(SC3CCc4ccccc4C3=O)n2C)cc1` (stereo not drawn) gave 12-hLO inh 5% and PNC inhibitor -2.
For CC(=O)NC(Cc1ccccc1)C(=O)N1CCN(C(=O)c2ccco2)CC1 (stereo not drawn) the results were ALOX15B inhib 2%, 12-hLO inh 3%, PNC inhibitor 57 and IMPase cell inh 6.
For COc1cc(/C=C(\C#N)C(=O)c2ccc(O)c(O)c2)cc(I)c1O the results were ALOX15B inhib -22%, 12-hLO inh inconclusive and IMPase cell inh 6.
Screening Cc1ccc(-c2cc(C(=O)NCc3ccccn3)no2)cc1 returned ALOX15B inhib 10%[2.29 µM], 12-hLO inh 6%, PNC inhibitor 24 and IMPase cell inh 5.
`Cc1cc(C(=O)N/N=C/c2cccc([N+](=O)[O-])c2)c2ccccc2n1` gave 12-hLO inh 2% and PNC inhibitor 1.
For Cc1ccc(C)n1C(Cc1ccccc1)C(=O)O (stereo not drawn) the results were ALOX15B inhib inconclusive, 12-hLO inh -20%, PNC inhibitor 65 and IMPase cell inh -11.
Cc1cccc(NC(=O)NC(C)CCc2ccccc2)c1 (stereo not drawn) was read as 12-hLO inh -1%, PNC inhibitor -24 and IMPase cell inh 17.
`Cc1ccc(C(=O)N2CCc3ccccc32)cc1` gave 12-hLO inh -6%, PNC inhibitor inconclusive and IMPase cell inh -3.
Screening CC(C)N(C(=O)CSc1nc2ccccc2n1Cc1ccccc1F)C(C)C returned 12-hLO inh -7%, PNC inhibitor inconclusive and IMPase cell inh inconclusive.
COc1cccc(N2CCN(CC(=O)C34CC5CC(CC(C5)C3)C4)CC2)c1 was read as ALOX15B inhib -17%, 12-hLO inh -2%, PNC inhibitor inconclusive and IMPase cell inh 5.
`CC(OC(=O)c1nsc(Cl)c1Cl)C(=O)NCc1ccc2c(c1)OCO2` (stereo not drawn) gave ALOX15B inhib -10%, 12-hLO inh 1%, PNC inhibitor 91 and IMPase cell inh -3.
For CC(=O)N(c1ccccc1)c1ccc([N+](=O)[O-])cc1[N+](=O)[O-] the results were 12-hLO inh -1% and PNC inhibitor 26.
`COc1cc(CNCc2ccco2)ccc1OCc1ccccc1` gave ALOX15B inhib 8%, 12-hLO inh -4%, PNC inhibitor inconclusive and IMPase cell inh 7.

Four entries out of the list, arranged by length of the SMILES, highest first:
For CC(=O)N(c1ccccc1)c1ccc([N+](=O)[O-])cc1[N+](=O)[O-] the results were 12-hLO inh -1% and PNC inhibitor 26.
COc1cccc(N2CCN(CC(=O)C34CC5CC(CC(C5)C3)C4)CC2)c1 was read as ALOX15B inhib -17%, 12-hLO inh -2%, PNC inhibitor inconclusive and IMPase cell inh 5.
Screening CC(C)N(C(=O)CSc1nc2ccccc2n1Cc1ccccc1F)C(C)C returned 12-hLO inh -7%, PNC inhibitor inconclusive and IMPase cell inh inconclusive.
`COc1cc(CNCc2ccco2)ccc1OCc1ccccc1` gave ALOX15B inhib 8%, 12-hLO inh -4%, PNC inhibitor inconclusive and IMPase cell inh 7.

(more compounds)
`COc1ccc2c(c1)[nH]c1c(=O)n(/N=C/c3ccc(OC)c(COc4ccccn4)c3)cnc12` gave 12-hLO inh 2% and PNC inhibitor -28.
`O=C(CS(=O)(=O)c1ccccc1)Nc1ccc(Br)cn1` gave 12-hLO inh 4% and PNC inhibitor inconclusive.
For COc1ccc(Cc2noc(COc3ccc(Cl)cc3)n2)cc1 the results were ALOX15B inhib 2%, 12-hLO inh 4%, PNC inhibitor -9 and IMPase cell inh 2.
For COc1ccccc1S(=O)(=O)Cc1ccc(C(=O)NC2CCCCC2)o1 the results were ALOX15B inhib 3%, 12-hLO inh -3%, PNC inhibitor inconclusive and IMPase cell inh 8.
Cc1cc2ccccc2c(=O)n1CC(=O)NCc1ccco1 was read as ALOX15B inhib 7%, 12-hLO inh 2%, PNC inhibitor 47 and IMPase cell inh -2.
Cc1ccc(S(=O)(=O)NC2(C(F)(F)F)C(=O)Nc3c2c(=O)n(C)c(=O)n3C)cc1 (stereo not drawn) was read as ALOX15B inhib -4%, 12-hLO inh -2%, PNC inhibitor 9 and IMPase cell inh -4.
For CC1(CC(=O)N/N=C/c2ccc(-c3cccc(C(F)(F)F)c3)o2)OCCO1 the results were 12-hLO inh -2% and PNC inhibitor -24.
`COCCn1nnnc1C(c1ccccn1)N1CCN(c2cc(Cl)ccc2C)CC1` (stereo not drawn) gave ALOX15B inhib 0%, 12-hLO inh -7%, PNC inhibitor -24 and IMPase cell inh 9.
For COc1ccc(C2=NN(CN3C(=O)C(=O)c4ccccc43)C(c3ccc(Br)cc3)C2)cc1 (stereo not drawn) the results were ALOX15B inhib -28%, 12-hLO inh -23%, PNC inhibitor -10 and IMPase cell inh -5.
For CCOC(=O)c1cc(-c2ccccc2)nc2nc(N3CCCCC3)sc12 the results were 12-hLO inh -1% and PNC inhibitor 67.
COC(=O)c1ccc(C23CC4(C2)[C@H](CN(Cc2ccc(C(F)(F)F)cc2)[C@@H]4c2ccccc2)C3c2ccc(C(F)(F)F)cc2)cc1 (stereo partly drawn) was read as ALOX15B inhib 6% and 12-hLO inh 1%.
`CCOC(=O)N1CCC(NC(=O)c2cc(-c3ccc(F)cc3)[nH]c2C)CC1` gave ALOX15B inhib -10%, 12-hLO inh -13%, PNC inhibitor 43 and IMPase cell inh 2.
`Cc1ccc(C2CC(c3ccccc3)=NN2C(=S)Nc2ccccc2)o1` (stereo not drawn) gave ALOX15B inhib inconclusive, 12-hLO inh inconclusive, PNC inhibitor -88* and IMPase cell inh -1.
CCCCOc1ccccc1Cn1c(=O)oc2ccc(C)cc21 was read as ALOX15B inhib 2%, 12-hLO inh -4%, PNC inhibitor -12 and IMPase cell inh 0.
`Cc1ccsc1-c1n[nH]c(=S)n1C1CCCCC1` gave 12-hLO inh -3% and PNC inhibitor 6.
Cc1ccc2c(c1)N(CCC(=O)NCc1ccccn1)C(=O)CO2 was read as ALOX15B inhib 28%, 12-hLO inh 6%, PNC inhibitor -2 and IMPase cell inh 9.
`N#Cc1c2c(c(NCCCN3CCOCC3)n3c1nc1ccccc13)CCC2` gave ALOX15B inhib 10%, 12-hLO inh -7%, PNC inhibitor -1 and IMPase cell inh 28.
CC(=O)Nc1nc2c(ncn2COCCOC(C)=O)c(=O)[nH]1 was read as ALOX15B inhib 3%, 12-hLO inh -2%, PNC inhibitor inconclusive and IMPase cell inh 9.
`COc1ccc(NCN2C(=O)CCC2=O)cc1` gave ALOX15B inhib -1%, 12-hLO inh -2%, PNC inhibitor 27 and IMPase cell inh -7.
CC1(C)CC(=O)C=C(NCc2ccco2)C1 was read as ALOX15B inhib 5%, 12-hLO inh 4%, PNC inhibitor 19 and IMPase cell inh 2.
`Cc1ccccc1OCC(=O)OCC(=O)c1ccc(OC(=O)c2ccccc2)cc1` gave ALOX15B inhib 10%, 12-hLO inh 2%, PNC inhibitor -2 and IMPase cell inh 3.
`COc1cccc(C2C(C(N)=O)=C(C)Nc3nc(-c4cccc(Cl)c4)nn32)c1` (stereo not drawn) gave ALOX15B inhib 1%, 12-hLO inh -1%, PNC inhibitor 57 and IMPase cell inh 3.
Screening Cc1ccc(NC(C)c2cc(Cl)ccc2O)cc1 (stereo not drawn) returned ALOX15B inhib -1%, 12-hLO inh 0%, PNC inhibitor 31 and IMPase cell inh 4.
`CC1COC(c2cccn2Cc2ccccc2Cl)=N1` (stereo not drawn) gave ALOX15B inhib 5%, 12-hLO inh -4%, PNC inhibitor inconclusive and IMPase cell inh -3.
Screening COCCCn1c(C2CCCCC2)nc2oc3cc(OC)ccc3c(=O)c2c1=O returned ALOX15B inhib -3%, 12-hLO inh -1%, PNC inhibitor -25 and IMPase cell inh -5.
O=C(NCc1cccs1)C(=O)NCC1OCCCN1S(=O)(=O)c1ccccc1 (stereo not drawn) was read as 12-hLO inh -2% and PNC inhibitor -90*.
Screening COc1ccc(OCC(=O)OC2CCN(C)CC2)cc1 returned ALOX15B inhib 3%, 12-hLO inh 0%, PNC inhibitor -20 and IMPase cell inh 0.
Screening Cc1ccc(C(C)NC(=O)c2ccco2)cc1C (stereo not drawn) returned ALOX15B inhib 3%, 12-hLO inh -2%, PNC inhibitor 11 and IMPase cell inh 11.
Screening CCc1nnc(SCc2ccc(C(=O)OC)o2)n1N returned ALOX15B inhib -3%, 12-hLO inh -3%, PNC inhibitor 8 and IMPase cell inh 5.
Screening Cc1nc2ccc(NC(=O)c3cccc(C(F)(F)F)c3)cc2o1 returned ALOX15B inhib 3%, 12-hLO inh 3%, PNC inhibitor 6 and IMPase cell inh 2.
Screening Cc1cc2c(cc1Cl)C(c1ccccc1C)CC(=O)O2 (stereo not drawn) returned ALOX15B inhib -25%[0.0915 µM] and 12-hLO inh -11%[0.00818 µM].
Screening CC(C)C(=O)NC(c1ccccc1Cl)c1c(O)ccc2ccccc12 (stereo not drawn) returned ALOX15B inhib -8%, 12-hLO inh -11%, PNC inhibitor -9 and IMPase cell inh -1.
COc1ccc(-c2cc(=O)c3cc(F)ccc3[nH]2)cc1 was read as ALOX15B inhib 0%[0.0915 µM], 12-hLO inh 3%[0.00818 µM] and PNC inhibitor 36.
Screening O=C(Nc1ccc(NC(=O)C2CCCCC2)cn1)c1ccco1 returned ALOX15B inhib 8%, 12-hLO inh 0%, PNC inhibitor -13 and IMPase cell inh 2.
Screening Cc1ccc(Cn2ccc(NC(=O)c3noc4c3CCCC4)n2)cc1 returned ALOX15B inhib 4%, 12-hLO inh -4%, PNC inhibitor 45 and IMPase cell inh 1.
Screening NC(=O)c1nsc(C(=O)N(CCc2ccccc2)C(C(=O)NC2CCCC2)c2ccco2)c1N (stereo not drawn) returned ALOX15B inhib -15%, 12-hLO inh -10%, PNC inhibitor 15 and IMPase cell inh -16.
`CCOC(=O)/C(C#N)=C/c1c[nH]c2ccccc12` gave 12-hLO inh -10%, PNC inhibitor inconclusive and IMPase cell inh 7.
Fc1cccc2sc(Nc3nnc(-c4ccco4)o3)nc12 was read as ALOX15B inhib 51%[activator], 12-hLO inh -5%, PNC inhibitor 1 and IMPase cell inh -8.
Screening Cc1cc(C)cc(-n2c(SCC(=O)Nc3cccc(S(=O)(=O)NC4=NCCCCC4)c3)nc3ccccc3c2=O)c1 returned 12-hLO inh 2%, PNC inhibitor 52 and IMPase cell inh 1.

Assay outcomes deposited in PubChem by National Center for Advancing Translational Sciences (NCATS).
